Source: PubChem BioAssay
AID inhibitor = Primary qHTS assay for inhibitors of Activation Induced Cytidine Deaminase (AID): AID signal; Potency, µM (series often up to 115 µM), without a hit: at the top dose activity change, negative = inhibition, actives largely listed as inhibitors; Single-stranded DNA cytosine deaminase (Homo sapiens), Q9GZX7; hit rate 0.32% among 91,000; AID deamination FRET fluorescence, UDG-coupled, 4 h; note: nearly all actives have a fitted effect of over 25% in size
Target sequence (Q9GZX7 whole entry, looked up): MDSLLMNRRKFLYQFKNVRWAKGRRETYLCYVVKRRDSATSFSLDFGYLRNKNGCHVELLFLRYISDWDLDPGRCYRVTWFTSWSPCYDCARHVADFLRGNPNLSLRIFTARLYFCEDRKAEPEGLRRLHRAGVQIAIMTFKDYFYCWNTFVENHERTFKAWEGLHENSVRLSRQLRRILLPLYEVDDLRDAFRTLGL
UDG counter = Primary qHTS assay for inhibitors of Activation Induced Cytidine Deaminase (AID): UDG Counterscreen signal; Uracil-DNA glycosylase; FRET deamination/UDG coupled assay, UDG read, 4 h; Potency, µM (doses to about 115 µM), without a hit: at the top dose activity change, negative = inhibition, actives largely listed as inhibitors; hit rate 0.14% among 91,000; note: nearly all actives have a fitted effect of over 65% in size
An asterisk follows results filed as active; ? = inconclusive; & = joins results of further samples; [ ] = dose if it differs, or a comment. Calls come from the whole dose curve; as a rule, active = well fitted curve in the direction sought with a large enough effect; inconclusive = small, poorly fitted or top-dose-only effect, or another doubt; inactive = no such curve, though single readings can be large; an effect the other way counts as inactive or inconclusive. % is set by controls: 0 for no effect and ±100 for the full control effect; potency is the fitted concentration of half-maximal effect.

SMILES	AID inhibitor	UDG counter
COC(=O)c1cnn(-c2ccc(C(=O)Nc3cccc(C(C)=O)c3)cc2)c1N	15%	-1%
CC(C)NC(=S)NN=C1CCC(C(C)(C)C)CC1 (stereo not drawn)	-10%	-10%
COc1ccc(C(=O)CC2(O)C(=O)N(CCc3ccccc3)c3ccc(Br)cc32)cc1OC (stereo not drawn)	7%	-8%
CCN1CCN(c2oc(-c3ccc(F)cc3)nc2C#N)CC1	-2%	5%
CCOc1ccc(NC(=O)CSC2=Nc3ccccc3C3=NC(CC(=O)NCc4ccc5c(c4)OCO5)C(=O)N23)cc1 (stereo not drawn)	-29%	?
CC(=C/c1ccccc1)/C=C1/Cc2ccccc2C1=O	21%	-10%
CCOC(=O)CSc1nc2cc3c(cc2c(=O)n1CCCCCC(=O)NCc1ccc(OC)cc1)OCO3	12%	-2%
CCCCCCCCCCS(=O)(=O)CCSC(=N)N	-9%	-8%
CCOC(=O)c1c(C)[nH]c(C)c1S(=O)(=O)N1CCN(c2ccccc2OC)CC1	7%	1%
COc1ccc(-c2cc(C(F)(F)F)nc(NCc3ccccc3)n2)cc1	?	-24%
Cc1noc(C)c1S(=O)(=O)NCCc1ccc(-n2cccn2)cc1	-2%	1%
CC(=O)N1CCc2c(sc3c2c(=O)n(Cc2ccccc2)c(=O)n3Cc2ccccc2C)C1	?	11%
CCCC(=O)N1CCN(c2nc3c(OC)ccc(C)c3s2)CC1	-2%	22%
CC(=O)c1c[nH]c2ccccc12	-2%	-5%
CCN(Cc1ccccc1)Cc1c(O)ccc2c(=O)c(-c3ccc(Cl)cc3)c(C(F)(F)F)oc12	-11%	-5%
Cc1ccc(C)c(S(=O)(=O)NCCc2coc(-c3ccccc3)n2)c1	-6%	0%
CC1Cc2cc(S(=O)(=O)NCc3ccccc3)ccc2N1C(=O)C1CCC1 (stereo not drawn)	15%[57.5 µM]	12%[57.5 µM]
CC(=O)N1c2ccccc2C(=O)C1N1CCN(c2cccc(C)c2C)CC1 (stereo not drawn)	2%	-10%
CCn1cc(C(=O)NCCc2ccc(Cl)cc2)c(=O)c2cc(S(=O)(=O)N3CCOCC3)ccc21	-4%	0%
Cc1ccccc1NC(=O)c1ccc2c(c1)c(C)c(C)n2Cc1ccccc1	6%	-28%
Cn1c(=O)c2cc(C(=O)NC3CCCCCC3)sc2c2ccccc21	-16%	-20%
O=C(CSc1ncc(-c2ccccc2)[nH]1)Nc1ccc(F)cc1F	?	-9%
Cc1ccc(CNC(=O)c2cccc(Nc3nc4ccccc4n4nnnc34)c2)cc1	49%[activator]	8%
Cc1ccc(Cl)cc1-n1c(=O)cc(N2CCN(c3ccccc3)CC2)[nH]c1=O	-2%	-10%[57.5 µM]
CC1(C)C2CCC1(C)C(OC(=O)C[N+]1(CC(=O)OC3CC4CCC3(C)C4(C)C)CCCCC1)C2 (stereo not drawn)	-2%	6%
COc1ccc(C2=NS(=O)(=O)N(C)C(C(=O)N3CCN(C)CC3)=C2)cc1	3%	3%
O=c1oc2ccccc2cc1-c1nc(-c2cccc(Cl)c2)cs1	20%	-5%
Cc1c(C(=O)O)sc(=S)n1C	-3%&3%	-5%&-2%
Cc1ccc(Nc2cc(C)nc3nc(Cc4ccc(Cl)cc4)nn23)cc1	-17%	2%
CCc1cccc(Nc2nc3c(S(=O)(=O)c4ccccc4)nnn3c3ccsc23)c1	-1%	-2%
O=c1cc(-c2ccccc2)n2c(SCc3ccc(Br)cc3)nnc2[nH]1	8%	7%
O=C(O)CC12CC3CC(C1)CC(CC(=O)O)(C3)C2	9%	7%
CC1(C)Cc2cccc(OCC(=O)OCC(=O)Nc3ccc(F)c(F)c3)c2O1	7%	6%
COc1ccc(C(=O)Nc2cccc(OCc3cc(=O)n4c5c(sc4n3)CCCC5)c2)cc1OC	-15%	-1%
COc1ccc(Cc2nnc(NC(=O)c3cccc(NC(=O)c4ccccc4)c3)s2)cc1	-1%	-1%
CCOc1cc(CNc2ccc(O)cc2)ccc1OCc1ccc(Cl)cc1	?	-7%
CCCCOc1ccc(C(=O)NCc2cn3cccc(C)c3n2)cc1	-19%	-4%[57.5 µM]
CC(=O)c1ccccc1NC(=O)C1(c2ccccc2)CC1	23%	12%
Cc1cccc(OCc2ccc(-c3nc(C#N)c(NCc4cccnc4)o3)o2)c1	-22%	-6%
N#C/C(=C\c1ccc(-c2cccc(Br)c2)o1)c1nc2ccccc2[nH]1	15%	1%
CCOc1cc(CNc2ccc(C(=O)O)cc2)ccc1OCc1ccccc1	-3%	-6%
O=C(NCCc1ccc(F)cc1)C(=O)NCC(c1cccs1)S(=O)(=O)c1ccc(F)cc1 (stereo not drawn)	10%	-9%
Cn1cc(S(=O)(=O)N2CCCCCC2)cc1C(=O)N1CCN(c2ccccc2F)CC1	?	-2%
COc1cccc(CNC(=O)C(C)n2ccc3cc(S(=O)(=O)N4CCCCCC4)ccc32)c1 (stereo not drawn)	?	-12%
COc1ccccc1NC(=O)CCn1c(=O)oc2cc(Cl)ccc21	4%	-3%
CC(C)CC(=O)NCC(c1ccc2c(c1)OCO2)N1CCN(c2ccc(F)cc2)CC1 (stereo not drawn)	-8%	12%
CCN(CC)CCNC(=O)c1nn(C)c2c1CS(=O)(=O)c1ccccc1-2	2%	-2%
COC(=O)c1ccc(OCC2c3cc(OC)c(OC)cc3CCN2C(=O)c2cccc(C)c2)cc1 (stereo not drawn)	?	-21%
N#Cc1nc(-c2cccs2)oc1NCCN1CCCCC1	-10%	-3%
O=c1cc(COc2cccc(C(F)(F)F)c2)nc2sc3c(n12)CCCC3	-14%	-3%
CCc1ccccc1NC(=O)c1cc(-c2ccc(OC)cc2)on1	19%	2%
CC(C)c1nc2sc3c(N4CCCCC4)ncnc3c2c2c1CCCC2	-20%	9%
COc1ccccc1CNC(=O)c1cc2c(=O)oc3ccc(C)cc3c2s1	?	-16%
Cc1cccc(NC(=O)C2CCN(S(=O)(=O)c3ccc4[nH]c5c(c4c3)CCCCC5)CC2)c1	-4%	24%
CCC(NC(=O)c1ccc(OC)c(OC)c1)c1cccs1 (stereo not drawn)	10%	1%
NC(=S)NNC(=O)Nc1ccccc1	-13%	0%
CCn1c(C(=O)NCc2ccc(C)cc2)cc2sc(Cl)cc21	-14%	-8%
CC(=O)Nc1nonc1-c1nnc(SCc2ccc(Cl)cc2)n1C	3%	-2%
Cc1cccc2sc(N(Cc3cccnc3)C(=O)CCOc3ccccc3)nc12	-24%	-5%
O=C(CN1C(=O)c2ccccc2S1(=O)=O)c1ccc(Cl)cc1Cl	-8%	6%
More results follow:
SMILES	AID inhibitor	UDG counter
FC(F)(F)c1nnc2ccc(Sc3nnc(Cc4ccccc4)n3-c3ccccc3)nn12	3%	-2%
Cc1cccc(CCNC(=O)c2ccc3c(Cl)c4c(nc3c2)CCCC4)c1	-14%	-9%
Cc1ccc(Cl)cc1N1CCN(CCCNC(=O)c2nnc(Cc3cccc(Cl)c3)o2)CC1	?	-21%
CC1Cc2ccccc2N1C(=O)COC(=O)c1ccc(Cl)c([N+](=O)[O-])c1 (stereo not drawn)	-8%	1%
C/C(=N\O)C1(C)CC2=C(CCCC2(C)C)CC1C (stereo not drawn)	-9%	-4%
O=C(NNC(=O)C1CCCC1)c1cccc2ncccc12	-3%	-12%
COCCNC(=O)CCCn1c(SCc2ccccc2C)nc2c(sc3ccccc32)c1=O	-12%	-8%[57.5 µM]
COc1ccc(OC)c(S(=O)(=O)N2Cc3ccccc3CC2C(=O)Nc2ccc(C)cc2C)c1 (stereo not drawn)	-6%	-18%
CC(=O)N1CCN(C(=O)CCc2ncc(-c3ccccc3)o2)CC1	1%	-6%
CCCCOc1ccc(-c2nonc2NC(=O)c2ccco2)cc1	-12%	-9%
COc1ccc(S(=O)(=O)NCC(c2ccc(N(C)C)cc2)N2CCCC2)cc1F (stereo not drawn)	-26%	-3%
CN(CC(=O)Nc1ccccc1Br)Cc1ccccc1N1CCCCC1	-5%	-9%
CCCOC(=O)c1c[nH]c2ccccc12	-1%	-7%
N#C/C(=C/c1ccc2c(c1)OCO2)c1nc2ccccc2[nH]1	10%	5%
CC(C)c1ccc(C2C(C#N)=C(N)Oc3c2ccc2ccccc32)cc1 (stereo not drawn)	-19%	?
O=C(CCS(=O)(=O)c1cccc2nonc12)Nc1cccc(F)c1	29%	?
Cc1cc(C)n(CCc2nc3cc(NC(=O)COc4ccccc4)ccc3n2C)n1	2%	3%
Oc1c(C(c2ccccc2F)N2CCCCC2)sc2nc(-c3ccco3)nn12 (stereo not drawn)	32%[activator]	3%[57.5 µM]
CCOc1ccc(Nc2oc(/C=C/c3cc(OC)c(OC)c(OC)c3)nc2C#N)cc1	4%	-6%
Cc1ccccc1-c1nnc(SCC(=O)Nc2ccccc2)o1	4%	11%

Complete entries from above. Screens in order: AID inhibitor, UDG counter
Cc1ccc(Cl)cc1N1CCN(CCCNC(=O)c2nnc(Cc3cccc(Cl)c3)o2)CC1 is entered as ?, -21%
COc1ccc(S(=O)(=O)NCC(c2ccc(N(C)C)cc2)N2CCCC2)cc1F (stereo not drawn) is entered as -26%, -3%

Next part.
SMILES	AID inhibitor	UDG counter
COc1ccccc1CNC(=O)C(=O)NCC(c1ccc2c(c1)OCO2)N1CCOCC1 (stereo not drawn)	-5%	-4%
CCCc1nccn1S(=O)(=O)c1cc(Br)ccc1OC	7%	-5%
Cc1ccc(S(=O)(=O)c2nc(-c3cccs3)oc2SCC(=O)Nc2cc(C)cc(C)c2)cc1	7%	-2%
Cc1ccc(-n2ncc3c(NCCC4=CCCCC4)ncnc32)cc1	-12%	?
CCCCn1nc(C(=O)Nc2cc(OC)ccc2OC)c2ccccc2c1=O	-4%	3%
COc1ccccc1-c1nnc(SCCOc2ccccc2C)o1	?	?
CCC1CCCCN1CCCNC(=O)c1ccc2c(c1)N(Cc1cccc(Cl)c1)C(=O)c1ccccc1S2(=O)=O (stereo not drawn)	?	-9%[57.5 µM]
CC(C)CCNC(=O)C1(NC(=O)NCc2ccccc2)CCCC1	3%	5%
CCOc1ccc(CCNC(=O)Cn2ccc3cc(S(=O)(=O)N4CCCCCC4)ccc32)cc1	?	-14%
O=S(=O)(NCCc1csc(-c2ccc(F)cc2)n1)c1ccc(Cl)cc1	201%[activator]	0%
N#Cc1cccc(C(=O)Nc2cccc(OC3CCCC3)c2)c1	-20%	-10%
CCc1ccccc1NC(=O)Cn1nnc2sc3c(c2c1=O)CCC(C(C)(C)C)C3 (stereo not drawn)	?	-17%
Cc1ccc(-c2nc(-c3cccs3)c(-c3cccs3)[nH]2)cc1	7%	-11%
Cc1ccc2oc(C(=O)Nc3ccc(S(=O)(=O)N(C)c4ccccc4)cc3)cc(=O)c2c1	5%[57.5 µM]	-9%[57.5 µM]
CCn1c(=O)c2cc(C(=O)N(C)c3cc(C)ccc3C)sc2c2ccccc21	?	-12%
Cc1c(CCC(=O)NCc2cccc(Cl)c2)c(=O)oc2c(C)c(O)ccc12	9%	9%
CC1Cc2c(nc(Cl)c(C#N)c2C#N)C([N+](=O)[O-])([N+](=O)[O-])C1 (stereo not drawn)	-1%	-29%
CC(C)(C)c1cc(NC(=O)CS(=O)(=O)c2ccc(F)cc2)on1	-6%	1%
COc1ccccc1N(CC(=O)Nc1ccccc1F)S(C)(=O)=O	37%[activator][57.5 µM]	-7%[57.5 µM]
CCOc1ccccc1NC(=O)CSc1nc2c(oc3ccccc32)c(=O)n1C(C)C	-7%	4%
COc1cc(C(C)=O)ccc1SCC(=O)O	-3%	-4%
Cn1c(SCC(=O)Nc2cc(S(=O)(=O)N3CCCCCC3)ccc2Cl)nnc1C1CC1	-2%	2%
CCOC(=O)c1ccccc1NC(=O)CN1C(=O)CC(c2ccccc2)Sc2ccccc21 (stereo not drawn)	?	0%
CCc1ccc(NC(=O)C2CCN(c3nnc(-n4c(C)ccc4C)s3)CC2)cc1	9%	-5%
CCCc1cc(=O)oc2cc(OS(=O)(=O)c3ccccc3F)ccc12	-7%	13%
N#Cc1nc(COc2cccc(Cl)c2)oc1N1CCCC1	-17%	-6%
Cc1ccc(CNC(=O)CSc2ccc(-c3sc(-c4ccccc4)nc3C)nn2)cc1	1%	5%
CCN(CC)c1ncc(C=O)s1	1%	-1%
COc1ccc(N(CC(=O)N2CCN(C)CC2)S(=O)(=O)c2ccccc2)cc1Cl	-10%	0%

Gathered by group, the compounds so far containing an aryl thioether with sulfur outside any ring.
SMILES	AID inhibitor	UDG counter
CCOC(=O)CSc1nc2cc3c(cc2c(=O)n1CCCCCC(=O)NCc1ccc(OC)cc1)OCO3	12%	-2%
O=C(CSc1ncc(-c2ccccc2)[nH]1)Nc1ccc(F)cc1F	?	-9%
O=c1cc(-c2ccccc2)n2c(SCc3ccc(Br)cc3)nnc2[nH]1	8%	7%
CC(=O)Nc1nonc1-c1nnc(SCc2ccc(Cl)cc2)n1C	3%	-2%
FC(F)(F)c1nnc2ccc(Sc3nnc(Cc4ccccc4)n3-c3ccccc3)nn12	3%	-2%
COCCNC(=O)CCCn1c(SCc2ccccc2C)nc2c(sc3ccccc32)c1=O	-12%	-8%[57.5 µM]
Cc1ccccc1-c1nnc(SCC(=O)Nc2ccccc2)o1	4%	11%
Cc1ccc(S(=O)(=O)c2nc(-c3cccs3)oc2SCC(=O)Nc2cc(C)cc(C)c2)cc1	7%	-2%
COc1ccccc1-c1nnc(SCCOc2ccccc2C)o1	?	?
CCOc1ccccc1NC(=O)CSc1nc2c(oc3ccccc32)c(=O)n1C(C)C	-7%	4%
COc1cc(C(C)=O)ccc1SCC(=O)O	-3%	-4%
Cn1c(SCC(=O)Nc2cc(S(=O)(=O)N3CCCCCC3)ccc2Cl)nnc1C1CC1	-2%	2%
Cc1ccc(CNC(=O)CSc2ccc(-c3sc(-c4ccccc4)nc3C)nn2)cc1	1%	5%

A portion of the library (hit frequency here may not be typical).
